TEAD-YAP block – TEAD-YAP interaction inhibition, primary screen, TEAD-YAP interaction inhibitor project, luminescence, HEK-TIYL cells | TEAD-Gal4/YAP UAS-luciferase luminescence | inhibition, % at 9.12 µM | actives 1.4% (n = 640,000) | AID 1259422, 2018; in the data active means inhibition above about 32%;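 further: 0% = median of test compound wells and 100% = reference inhibitor wells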
GPR151 activ – activators of human GPR151, primary screen, cell-based, PathHunter beta-arrestin, luminescence; PathHunter beta-arrestin GPR151 cells; AID 1508602, 2020; activation, % at 11.2 µM; actives 1% (n = 650,000); in the data active means activation above about 4.9%;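 further: 0% = median of compound wells and 100% = cells with positive control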
MITF primary – MITF inhibitors, primary screen, biochemical, AlphaScreen, human; Microphthalmia-associated transcription factor (Homo sapiens), O75030; AlphaScreen MITF homodimerization, bead proximity signal; inhibition, % at 2.6 µM; actives 0.91% (n = 650,000); AID 1259374, 2018; in the data active means inhibition above about 50%;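 further: 0% = vehicle wells with protein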
FBW7 activator – FBW7 E3 ligase activators, primary screen, biochemical, AlphaScreen, human. AlphaScreen FBW7–phospho-cyclin E peptide binding, activator screen. actives 0.13% (n = 650,000). F-box/WD repeat-containing protein 7 (Homo sapiens), Q969H0. normalized activity (activation), % at 26.1 µM; in the data active means normalized activity above about 1.9%;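 further: purified mutant Fbw7 with reduced substrate affinity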
Target sequence (Q969H0 whole entry, looked up): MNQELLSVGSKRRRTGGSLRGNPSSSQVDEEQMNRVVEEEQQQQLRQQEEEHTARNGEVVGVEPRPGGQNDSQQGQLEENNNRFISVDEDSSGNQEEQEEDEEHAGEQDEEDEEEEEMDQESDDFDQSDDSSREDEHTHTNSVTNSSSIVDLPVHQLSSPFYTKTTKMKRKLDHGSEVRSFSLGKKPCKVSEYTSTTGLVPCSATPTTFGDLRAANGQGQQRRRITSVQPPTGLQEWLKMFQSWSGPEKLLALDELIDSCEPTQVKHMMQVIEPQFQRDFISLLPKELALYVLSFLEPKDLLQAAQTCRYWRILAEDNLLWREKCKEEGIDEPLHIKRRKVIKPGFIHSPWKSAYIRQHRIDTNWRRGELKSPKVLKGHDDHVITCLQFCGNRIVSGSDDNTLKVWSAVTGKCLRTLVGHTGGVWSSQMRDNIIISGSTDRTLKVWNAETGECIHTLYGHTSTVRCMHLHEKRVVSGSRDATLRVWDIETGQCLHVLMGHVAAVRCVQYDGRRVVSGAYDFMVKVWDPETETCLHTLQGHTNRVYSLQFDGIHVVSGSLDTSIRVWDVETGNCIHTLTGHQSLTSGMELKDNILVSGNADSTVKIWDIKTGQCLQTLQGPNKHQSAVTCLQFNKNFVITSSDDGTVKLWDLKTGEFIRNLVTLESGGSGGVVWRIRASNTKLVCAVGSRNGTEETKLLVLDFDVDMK
Starred values were filed as active, the others as inactive. Compounds as they come; overall some 3.5% were active at least once.

SMILES	TEAD-YAP block	GPR151 activ	MITF primary	FBW7 activator
COc1ccc(C2C(C(=O)NCCCN3CCOCC3)c3ccccc3C(=O)N2Cc2ccc(F)cc2)cc1 (stereo not drawn)	-3	2.0	-7	0.0
CN(C1CCCCC1)S(=O)(=O)c1cccc(C(=O)OCC(=O)c2ccc[nH]2)c1	6	0.3	7	0.1
CSc1nnc(-c2cc(Br)ccc2N)c(=O)[nH]1	-1	0.1	5	0.0
COc1ccc(CNC(=O)C2CCCN2S(=O)(=O)c2cccc3nsnc23)cc1 (stereo not drawn)	-7	-0.1	12	0.3
O=C(NCc1cccnc1)c1cc(-c2ccc(F)cc2)c[nH]1	-3	0.2	6	-0.1
CN(CCO)c1ccc2c3c(cccc13)C(=O)N(c1ccccc1)C2=O	6	0.7	19	0.4
Cn1ccnc1Sc1cc(NCCCO)c([N+](=O)[O-])c2nonc12	9	-2.1	9	0.0
Cc1ccc(N2C(=O)CSC2c2ccccc2Cl)cc1 (stereo not drawn)	0	0.3	10	-0.1
CC(/C=C/c1ccco1)=N\NC(=O)COc1cc(C)cc(C)c1	-8	0.0	-4	-0.1
FC(F)(F)COc1nc(OCC(F)(F)F)nc(N2CCN(C34CC5CC(CC(C5)C3)C4)CC2)n1	4	-0.6	1	0.0
O=C(NNC(=S)NC(=O)c1ccccc1[N+](=O)[O-])c1ccccc1	7	-0.4	3	-0.2
N#CCc1c(C#N)c(N)nc(Nc2cccc(Oc3ccccc3)c2)c1C#N	-23	0.3	-1	-0.1

Compounds listed so far containing an aryl methoxy group, in the order listed:
SMILES	TEAD-YAP block	GPR151 activ	MITF primary	FBW7 activator
COc1ccc(C2C(C(=O)NCCCN3CCOCC3)c3ccccc3C(=O)N2Cc2ccc(F)cc2)cc1 (stereo not drawn)	-3	2.0	-7	0.0
COc1ccc(CNC(=O)C2CCCN2S(=O)(=O)c2cccc3nsnc23)cc1 (stereo not drawn)	-7	-0.1	12	0.3

Gathered by group, the compounds so far with an aryl thioether with sulfur outside any ring (two)
SMILES	TEAD-YAP block	GPR151 activ	MITF primary	FBW7 activator
CSc1nnc(-c2cc(Br)ccc2N)c(=O)[nH]1	-1	0.1	5	0.0
Cn1ccnc1Sc1cc(NCCCO)c([N+](=O)[O-])c2nonc12	9	-2.1	9	0.0

(more compounds)
SMILES	TEAD-YAP block	GPR151 activ	MITF primary	FBW7 activator
C1=C(c2ccccc2)N2CCN=C2S1	8	1.6	-2	0.0
Cn1c(NC(=O)Cc2ccccc2)cc(=O)n(C)c1=O	0	-1.3	-5	-0.1
COc1cc(/C=C2/C(=N)N3OC(C)=CC3=NC2=O)ccc1OCCCOc1cccc(C)c1	6	-0.2	-5	0.2
CC(=O)Nc1cccc(C(=O)OCc2c(Cl)cccc2Cl)c1	5	2.2	0	-0.1
CCOc1cc(/C=C2/C(=O)NC(=O)N(c3ccccc3OC)C2=O)ccc1O	2	0.7	-1	-0.1
CC1CN(C(=O)n2ccnc2)c2ccccc2S1 (stereo not drawn)	-2	-1.1	-2	0.1
CCn1nnc2c(N3CCC4(CC3)OCCO4)ncnc21	-37	0.1	-10	-0.1
CC1Oc2cccnc2N(Cc2ccccc2)C1=O (stereo not drawn)	2	-0.6	2	0.0
O=C(N/N=C/c1ccc([N+](=O)[O-])o1)c1cc2sccc2[nH]1	7	0.1	15	0.1
Cc1ccc(Cl)cc1NC1=NC(=S)N(Cc2c(F)cccc2F)C12CCCCC2	-3	0.0	2	-0.1
CCCCN(C)C(=O)COc1cc(=O)n(CC)c2ccccc12	-1	1.7	9	0.1
Cc1cnc(NCCN2CCOCC2)nc1NCCO	-4	-1.7	-15	0.2
COC(=O)CCCC(=O)N1CCC(CCC(=O)Nc2cccc(C)c2)CC1	-9	-1.1	-1	-0.2
FC(F)(F)c1ccc(Cn2cnc3c(NC4CC4)nc(-c4csc5ccccc45)nc32)cc1	-6	0.9	4	0.3
Cc1ccc(S(=O)(=O)CC(=O)Nc2ccc([N+](=O)[O-])cc2C)cc1	18	-2.4	6	0.0
O=C(O)c1ccc(N2C(=O)c3ccc(Oc4ccc(S(=O)(=O)c5ccc(C(=O)O)cc5)cc4)cc3C2=O)cc1	4	1.4	4	0.1
COc1ccccc1C(=O)Nc1c2c(nn1-c1cccc(Cl)c1)CS(=O)C2 (stereo not drawn)	-4	0.1	16	0.3
COc1cc(O)ccc1CN1CCN(Cc2ccc(C)cc2)C(CCO)C1 (stereo not drawn)	2	0.6	6	0.3
Cn1cnc2nc(SCC(=O)O)nc(N)c21	5	2.1	-13	-0.2
Cc1c(C(=O)Nc2cccc(Cl)c2)sc2ncn(CC(=O)N3CC(C)CC(C)C3)c(=O)c12 (stereo not drawn)	-4	-1.4	8	0.4
CCCCc1nnc(NC(=O)c2nc3nccc(C)n3n2)s1	2	-0.1	2	-0.1
CCOc1ccc(CC(=O)N2CCC(n3cnc4cccnc43)CC2)cc1	13	0.0	6	-0.1
O=C(CC1CCCCC1)NCCCS(=O)(=O)N1CCN(c2ncccn2)CC1	0	3.6	9	0.1
CCC(CC)C(=O)NCCc1ccc(S(N)(=O)=O)cc1	15	1.1	5	0.2
CC(=O)Nc1c2c(nn1-c1ccc(C)cc1C)CS(=O)(=O)C2	-9	0.8	0	-0.1
CCOC(=O)C1CCN(c2c(NCCN(CC)c3ccccc3)c(=O)c2=O)CC1	3	4.7	10	-0.1
O=C(O)c1ccc(F)c(S(=O)(=O)Nc2cccc(C(F)(F)F)c2)c1	4	-1.6	10	0.1
CC(C)c1ccc(C2/C(=C(/O)c3ccccc3)C(=O)C(=O)N2CCCN(C)C)cc1 (stereo not drawn)	3	-1.7	8	0.0
O=C(COC(=O)c1ccccc1Cl)c1cccc([N+](=O)[O-])c1	6	0.6	10	0.0
COc1ccc(-n2nc(C(=O)N(C)c3ccc(Cl)cc3)c3ccccc3c2=O)c(OC)c1	-2	0.3	12	-0.1
CCC(C)NC(=O)CC(c1ccc(OC)cc1)n1cccc1 (stereo not drawn)	-5	-3.0	-1	0.0
N#Cc1ccc(NC(=O)c2cc(-c3ccccc3O)on2)cc1	2	-0.5	-1	-0.1
O=C(NCc1cccnc1)C1CC1c1ccccc1 (stereo not drawn)	8	-0.9	4	-0.3
O=C(O)c1ccccc1-c1nn[nH]n1	-12	-0.7	-33	-0.1
CC(C)(C)NC(=O)[C@H]1CC[C@H]2[C@@H]3CC[C@H]4NC(=O)C=CC4(C)[C@H]3CCC12C (stereo partly drawn)	2	-1.1	-12	0.0
CC(C)(C)NC(=O)C(c1cccnc1)N(Cc1ccccc1Cl)C(=O)c1csnn1 (stereo not drawn)	8	-0.3	-2	0.0
CCOc1cc(/C=C2/C(=N)N3N=C(c4ccccc4)SC3=NC2=O)ccc1OCCOc1ccc(OC)cc1	18	-0.1	-12	0.1
COCCNc1ccc2ncc(-c3ccoc3)n2n1	10	-0.7	-5	0.0
O=C(CCCNS(=O)(=O)c1cccs1)N1CCC(Cc2ccccc2)CC1	15	0.1	-2	0.0
Cc1cc([N+](=O)[O-])c(N2CCCCC2)cc1N	9	4.3	1	-0.5
COc1cc([N+](=O)[O-])ccc1NC(=O)c1ccc(N2C(=O)CCC2=O)cc1	0	0.5	3	0.1
CCCCCCC12CCC(CCc3ccc(O)c(F)c3)(CC1)CC2	3	0.1	12	0.1
Nc1c2nc(-c3ccc(Cl)cc3)[nH]c(=O)c2nc(=O)n1-c1ccccc1	-1	1.1	7	-0.2
O=C1N[C@@H](Cc2ccc(Cl)cc2)C(=O)N2CCN(Cc3cccc4ncccc34)C[C@H]12	-9	0.1	18	0.0
CCCCC(=O)NS(=O)(=O)c1ccc(N=NN2CCOCC2)cc1	8	1.7	0	0.3
COc1cccc(/C=N\Nc2ccccn2)c1O	-44	-2.3	61*	-1.5
Cc1ccnc(NS(=O)(=O)c2cc(Br)ccc2Br)c1	-6	-2.0	8	-0.1
Cc1cccc(CN(CCN(C)C)C(=O)Nc2ccc(-c3cn[nH]c3)cc2)c1	-6	-0.8	-4	0.0
O=C(c1ccc(F)c(F)c1)N1CCCC(c2nnc(-c3ccc4c(c3)OCO4)o2)C1 (stereo not drawn)	8	0.4	8	0.1
Cc1cc(C(=O)Nc2cnccn2)cs1	-23	1.8	-1	0.1
NC(=O)COC(=O)c1cccc(S(=O)(=O)N2CCc3ccccc3C2)c1	2	-1.2	1	0.0
COc1ccc(CCn2c(SCc3ccccc3F)nc3ccccc3c2=O)cc1OC	-9	-1.2	8	0.0
COc1cc(C(=O)NC(C)C2CC3CCC2C3)cc(OC)c1OC (stereo not drawn)	8	0.1	6	-0.2
COc1ccc(C2/C(=C(\O)c3ccc(C)cc3)C(=O)C(=O)N2c2nc3ccccc3s2)cc1 (stereo not drawn)	-21	-1.0	-14	0.0
CC(C)(C)C(=O)C[n+]1ccc(C(N)=O)cc1	0	-1.1	18	0.1
CC(=O)Nc1ccc(SC(C)C(=O)NC(N)=O)cc1 (stereo not drawn)	-4	-0.1	8	0.0
COc1ccccc1NC1=C/C(=N/S(=O)(=O)c2ccccc2)c2ccccc2C1=O	48*	-0.8	71*	-0.6
O=C1CC(NCc2ccccc2)C(=O)N1Cc1ccccc1 (stereo not drawn)	-4	-1.6	-9	-0.1
Cc1nc2nc(SCC(=O)N3CCC(C)CC3)nn2c(C)c1Cc1ccc(F)cc1Cl	-2	2.3	-1	-0.2
Cc1cc(C(C)(C)C)oc1C(=O)N1CCCC(c2c(S(C)(=O)=O)cnc3ncnn23)C1 (stereo not drawn)	6	-0.8	13	0.8

Pulled one by one from the list above, three records:
SMILES	TEAD-YAP block	GPR151 activ	MITF primary	FBW7 activator
CC(C)(C)C(=O)C[n+]1ccc(C(N)=O)cc1	0	-1.1	18	0.1
COc1cc(C(=O)NC(C)C2CC3CCC2C3)cc(OC)c1OC (stereo not drawn)	8	0.1	6	-0.2
Cc1nc2nc(SCC(=O)N3CCC(C)CC3)nn2c(C)c1Cc1ccc(F)cc1Cl	-2	2.3	-1	-0.2

Carrying on:
SMILES	TEAD-YAP block	GPR151 activ	MITF primary	FBW7 activator
CN(C)CCN1C(=O)C(=O)/C(=C(\O)c2ccc(S(=O)(=O)N(C)C)cc2)C1c1cccnc1 (stereo not drawn)	3	-1.5	16	0.9
CCOc1ccc(C2NC(=O)NC(c3ccccc3)=C2C(C)=O)cc1OC (stereo not drawn)	-2	0.1	-9	0.1
COc1ccc(CN2CCNC(=O)C2CC(=O)NC2CCCCCCC2)cc1C (stereo not drawn)	-3	0.3	14	0.6
Cc1ccccc1OCC(=O)OCc1cc(-c2ccccc2F)on1	-6	-0.5	-8	0.0
CCOC(=O)c1c(NC(=O)CSc2nnc(CNC(=O)c3ccc(C)c([N+](=O)[O-])c3)n2-c2ccc(OCC)cc2)sc2c1CCC2	-9	-0.4	-2	-0.2
O=C(O)Cc1ccc2oc(-c3ccncc3)nc2c1	4	-0.8	6	0.1
CCn1c2ccccc2c2cc(C3NC(=O)NC(C)=C3C(=O)OCCSC)ccc21 (stereo not drawn)	-7	0.9	7	0.2
O=C(O)c1ccccc1OCCCOc1cccc2cccnc12	-22	1.7	5	0.0
CC(=O)Nc1nc2ccc(S(C)(=O)=O)cc2s1	-7	1.0	-19	-0.3
COc1ccc(S(=O)(=O)NNC(=O)c2ccc(C)cc2)cc1	1	-0.1	8	0.0
Cc1ccc(NC(=O)CCCn2sc3ccccc3c2=O)c(Cl)c1	-5	0.8	13	0.3
CN1CCC(NC(=O)Nc2cccc([N+](=O)[O-])c2)CC1	-3	1.8	-17	0.0
O=C(Nc1nc2ccc([N+](=O)[O-])cc2s1)c1ccc(Br)s1	5	0.7	2	0.9
CCN1/C(=C/C=C(\C)C=O)Sc2ccccc21	2	-0.3	-1	0.0
CCc1c(C)sc2ncn(C3CCN(C(=O)CCn4nc(C)cc4C)CC3)c(=O)c12	1	1.1	5	-0.1
CC(C)(C)C(C(Oc1ccc(Cl)cc1)n1cncn1)n1nnnc1C1(N)CCCC1 (stereo not drawn)	4	-1.7	-5	-0.2
CCOc1ccc(-c2nnc(SCC(=O)Nc3cccc(S(N)(=O)=O)c3)n2N)cc1	-1	-0.4	-2	-0.1
COc1ccc(-c2noc(-c3ccc([N+](=O)[O-])cc3)n2)cc1OC	-7	0.2	0	-0.3
Cc1ccc([N+](=O)[O-])cc1NC(=O)COc1ccccc1Br	-14	-1.0	4	0.1
O=C(O)C1(c2ccc(Br)cc2)CCCC1	2	1.1	13	0.1
Cc1cccc(-c2noc(CNC(=O)c3ccccc3Br)n2)c1	-5	-1.4	4	0.1
COc1ccccc1N(C)C(=O)CCS(=O)(=O)c1ccc2c(c1)OCC(=O)N2	0	-2.7	10	0.1
Cn1cnnc1Sc1nc2c(c(=O)[nH]c(=O)n2C)n1Cc1ccc(Cl)cc1	-10	3.8	13	0.0
CCCc1nc2ccccc2n1CC(O)COc1cc(C)ccc1Cl (stereo not drawn)	-2	-1.0	-5	0.7

Bioassay records from PubChem.
